M1AAP inhibition = P. falciparum M1AAP inhibitors, biochemical, fluorogenic H-Leu-NHMec substrate, 1536-well (AID 1445). Aminopeptidase N (Plasmodium falciparum (isolate 3D7)). 220,000 tested, 0.42% active. recombinant M1AAP, H-Leu-NHMec fluorogenic kinetic assay; higher % means a stronger effect. inhibition, % at 30 µM, or IC50 in µM where a hit was titrated;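 active = primary inhibition above the hit cutoff, then over 50% inhibition at one or more dose response concentrations, cut at about 23% in these data, passing the limit was not always enough; inconclusive = conflicting primary data, or primary hits not chosen for dose response; inactive = low primary inhibition, or under 50% at every dose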;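 note: plate controls were DMSO full reaction for no effect and no enzyme background for full effect; strong numbers were not always called active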
West Nile virus CPE = West Nile virus antiviral activity, cell-based, CPE readout (AID 1621) | West Nile virus-infected cells, CPE inhibition; higher % means a stronger effect | one-dose CPE inhibition, % at 10 µM; IC50 in µM for titrated hits | 290,000 tested, 0.02% active; in the data active = a potency from the dose series; inconclusive = CPE inhibition mostly from about 3.7% at the one dose, without a potency; inactive = the rest, 99 in 100 with CPE inhibition below about 2.2%; note: strong numbers were not always called active
ER stress rescue = rescue of cells from ER stress-induced death, primary screen, 384-well, CSM14.1, thapsigargin, ATP luminescence (AID 1222) | CSM14.1 thapsigargin-induced death rescue, ATP luminescence; higher % means a stronger effect | one-dose cellular ATP content (survival), % at 20 µM; EC50 in µM for titrated hits | 190,000 tested, under 10 active;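 active = EC50 below 50 µM in the dose-response confirmation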;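 note: death triggered by thapsigargin at about 15 µM added after 2 h compound pretreatment; cell ATP read after overnight thapsigargin exposure of roughly 18 to 22 hours; normalized against plate controls of thapsigargin alone and 5% DMSO vehicle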
PhoP inhibition = inhibitors of PhoP regulon expression, primary screen, Salmonella Typhimurium, GFP reporter (AID 1863). S. Typhimurium PhoP-regulated promoter GFP reporter, 4 h; higher % means a stronger effect. one-dose inhibition, % at 50 µM; IC50 in µM for titrated hits. 300,000 tested, 0.16% active;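 active = inhibition over 29.93%, a cutoff 3 SD above the screen mean, later confirmed by dose response; inconclusive = inhibition over 29.93% but no dose response follow-up; inactive = inhibition at most 29.93% or unconfirmed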;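 note: 0% = low Mg2+ inducing control and 100% = high Mg2+ repressing control; strong numbers were not always called active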
human PMI inhibitors = human PMI inhibitors, high substrate, primary screen, biochemical, fluorescence intensity, high mannose 6-phosphate (AID 1220) | recombinant PMI enzyme, coupled fluorescence intensity; higher % means a stronger effect | Mannose-6-phosphate isomerase (Homo sapiens) | inhibition, % at 20 µM, or IC50 in µM where a hit was titrated | 190,000 tested, 0.66% active; in the data active = inhibition above about 50%
P. falciparum M17LAP = P. falciparum M17LAP inhibitors, primary screen, biochemical, fluorogenic H-Leu-NHMec substrate, 1536-well (AID 1619) | Leucine aminopeptidase (Plasmodium falciparum (isolate 3D7)) | recombinant M17LAP, H-Leu-NHMec fluorogenic kinetic assay; higher % means a stronger effect | inhibition, % at 30 µM; hits with a dose series show IC50 in µM | 220,000 tested, 0.38% active;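 active = compound inhibiting the enzyme by more than half at any dose during confirmatory dose-response retesting; inconclusive = strong single-dose inhibitors picked by rank but not retested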;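 note: plate controls were full reaction with DMSO carrier for no effect and no enzyme background for full effect; strong numbers were not always called active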
XIAP displacement = XIAP antagonists, biochemical, IAP family, fluorescence polarization (AID 1018); E3 ubiquitin-protein ligase XIAP (Homo sapiens); 200,000 tested, 0.007% active; displacement, % at 20 µM, or IC50 in µM where a hit was titrated; XIAP BIR domain, fluorescence polarization peptide displacement; higher % means a stronger effect; in the data active = displacement above about 50%; note: a part of the inactive calls stands beside numbers as strong as those of hits
Yfh1-depleted yeast = enhancers of respiration in Yfh1-depleted yeast, dose response, Friedreich's ataxia, plus single-dose screen (AID 1465). S. cerevisiae Yfh1-off respiration, WST-1 reduction, 72 h; higher fold induction means a stronger effect. one-dose fold induction at 50 µM; EC50 in µM for titrated hits. 220,000 tested, 0.074% active;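 active = fold induction of absorbance versus untreated yeast above a set limit, then at least 30% activation at any dose in follow-up; inconclusive = repeats straddling the limit, or above it without dose testing; inactive = fold induction below the set limit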;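 note: activators that raise dye reduction in frataxin-depleted yeast; strong numbers were not always called active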
Siah-1 displacement = Siah-1 peptide-binding antagonists, primary screen, biochemical, fluorescence polarization, rhodamine-plectin, uHTS (AID 1817); E3 ubiquitin-protein ligase SIAH1 (Homo sapiens); Siah-1 / rhodamine-plectin peptide fluorescence polarization; higher % means a stronger effect; displacement, % at 20 µM, or IC50 in µM where a hit was titrated; 290,000 tested, 0.02% active;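 active = displacement of at least 50% at 20 µM, with a fluorescence ratio check between 0.3 and a set limit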;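 note: plate controls were Siah plus tracer with DMSO for no effect and tracer alone without Siah for full effect; strong numbers were not always called active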
* marks the source's active call; other numbers are inactive results; i = inactive; ? = inconclusive; . = no result given. Outcome played no part in choosing rows; any-hit rate near 1.6%.

SMILES	M1AAP inhibition	West Nile virus CPE	ER stress rescue	PhoP inhibition	human PMI inhibitors	P. falciparum M17LAP	XIAP displacement	Yfh1-depleted yeast	Siah-1 displacement
O=C1CCC(=O)N1CC(O)COc1ccccc1 (stereo unspecified)	2%	0.1%	.	-2%	.	13%	.	i	0%
Cc1ccc(S(=O)(=O)N2C=CC(C(F)(F)F)=NCC2)cc1	4%	0.4%	-0.8%	15%	4%	21%	-1.3%	i	7%
CSc1ccccc1-c1n[nH]c(=S)o1	-1%	1.1%	0.1%	-6%	-15%	-4%	-5.5%	i	-5%
CN1CCN(CC(=O)Nc2cc(N3CCOCC3)ccc2[N+](=O)[O-])CC1	11%	-0.7%	-1.6%	2%	63%*	-11%	-2.6%	i	4%
S=C(NCc1ccco1)N1CCN(Cc2ccco2)CC1	8%	0.1%	4.4%	4%	-4%	6%	-2.5%	i	3%
O=C(CCn1c(=O)c2ccccc2n(Cc2ccccc2)c1=O)NC1CCN(Cc2ccccc2)CC1	2%	-0.5%	.	-11%	.	-1%	.	i	2%
COc1ccccc1CNC(=O)c1ccc(OCc2c(C)noc2C)c(OC)c1	-5%	0.2%	0.1%	6%	-10%	0%	-6.9%	.	-4%
CC(=O)Nc1ccc(S(=O)(=O)Nc2nc3ccccc3nc2Nc2ccc(S(N)(=O)=O)cc2)cc1	20%	0.2%	-2.9%	-8%	-20%	0%	-11%	i	0%
OC(C#CCN1CCOCC1)c1cccs1 (stereo unspecified)	5%	0.2%	-0.6%	11%	-14%	6%	-3.3%	i	-4%
Cc1ccc2nc(NC(=O)C3CCCN3C(=O)OC(C)(C)C)sc2c1 (stereo unspecified)	12%	-1.4%	-0.1%	2%	3%	0%	-5.5%	i	-6%
CC(C)CC1=NN2C(=N)/C(=C\c3coc4ccccc4c3=O)C(=O)N=C2S1	58%	0.1%	-0.3%	0%	-40%	-2%	-3.0%	i	-3%
CCCCN(C(=O)c1ccc(Cl)c([N+](=O)[O-])c1)c1c(N)n(CCC)c(=O)[nH]c1=O	4%	.	1.0%	0%	-4%	-13%	-5.4%	i	2%
COC(=O)CSc1nc2sc3c(c2c(=O)n1C1CCCCC1)CCN(C)C3	14%	.	0.5%	0%	-2%	-48%	0.1%	.	-2%
O=C(C1CCCCC1)N1CCCn2c1nc1ccccc12	27%*	-0.1%	.	-17%	15%	12%	11%	i	3%
CCCCCn1c(=O)[nH]c2cc(C(=O)NCc3ccco3)ccc2c1=O	8%	0.4%	2.1%	8%	-1%	2%	-3.0%	i	-1%
O=C(CNC1CCCCCC1)Nc1ccccc1N1CCOCC1	9%	-1.1%	4.1%	2%	5%	-11%	-2.0%	i	5%
NC(=O)c1ccc(Sc2nnc(-c3cccs3)n2CC2CCCO2)c([N+](=O)[O-])c1 (stereo unspecified)	4%	-0.8%	-3.2%	-2%	-3%	9%	-3.3%	i	-2%
Cc1nc2nc(NCc3cccs3)nn2c(C)c1Cl	5%	-0.5%	-0.5%	-4%	-2%	-14%	-7.7%	i	-1%
Nc1c(NCCCN2CCOCC2)c2ccccc2oc1=O	-2%	-0.4%	-1.4%	-1%	-2%	-6%	-6.2%	i	-8%
Cc1ccc(S(=O)(=O)N2CCCOC2CNC(=O)C(=O)NCc2ccco2)cc1 (stereo unspecified)	-4%	-1.4%	-0.7%	2%	0%	16%	-4.4%	i	11%
Cc1nn(C)c(C)c1NC(=O)CCSc1nc(-c2ccco2)cc(C(F)(F)F)n1	9%	-0.5%	.	4%	0%	0%	-4.8%	i	2%
COc1ccccc1OC(=O)c1ccc(SC)cc1OC	4%	0.1%	.	-10%	12%	-7%	0.6%	i	3%
CCN1CCN(c2cc(C)c3cc(NC(=O)c4ccccc4F)ccc3n2)CC1	8%	2.5%	-1.1%	0%	5%	-4%	-5.9%	i	-5%
COc1ccc(CCC(=O)Nc2sccc2C#N)cc1	7%	-0.6%	-0.8%	-6%	12%	6%	-1.3%	i	-2%
Cc1cccc(C(=O)NC(=S)Nc2ccccc2C(=O)O)c1	6%	0.7%	9.2%	-11%	6%	3%	-1.6%	i	2%

Rewritten comma-delimited: entries from further up
structure,M1AAP inhibition,West Nile virus CPE,ER stress rescue,PhoP inhibition,human PMI inhibitors,P. falciparum M17LAP,XIAP displacement,Yfh1-depleted yeast,Siah-1 displacement
O=C1CCC(=O)N1CC(O)COc1ccccc1 (stereo unspecified),2%,0.1%,.,-2%,.,13%,.,i,0%
Cc1ccc(S(=O)(=O)N2C=CC(C(F)(F)F)=NCC2)cc1,4%,0.4%,-0.8%,15%,4%,21%,-1.3%,i,7%
CSc1ccccc1-c1n[nH]c(=S)o1,-1%,1.1%,0.1%,-6%,-15%,-4%,-5.5%,i,-5%
CN1CCN(CC(=O)Nc2cc(N3CCOCC3)ccc2[N+](=O)[O-])CC1,11%,-0.7%,-1.6%,2%,63%*,-11%,-2.6%,i,4%
S=C(NCc1ccco1)N1CCN(Cc2ccco2)CC1,8%,0.1%,4.4%,4%,-4%,6%,-2.5%,i,3%
O=C(CCn1c(=O)c2ccccc2n(Cc2ccccc2)c1=O)NC1CCN(Cc2ccccc2)CC1,2%,-0.5%,.,-11%,.,-1%,.,i,2%
COc1ccccc1CNC(=O)c1ccc(OCc2c(C)noc2C)c(OC)c1,-5%,0.2%,0.1%,6%,-10%,0%,-6.9%,.,-4%
CC(=O)Nc1ccc(S(=O)(=O)Nc2nc3ccccc3nc2Nc2ccc(S(N)(=O)=O)cc2)cc1,20%,0.2%,-2.9%,-8%,-20%,0%,-11%,i,0%
OC(C#CCN1CCOCC1)c1cccs1 (stereo unspecified),5%,0.2%,-0.6%,11%,-14%,6%,-3.3%,i,-4%
Cc1ccc2nc(NC(=O)C3CCCN3C(=O)OC(C)(C)C)sc2c1 (stereo unspecified),12%,-1.4%,-0.1%,2%,3%,0%,-5.5%,i,-6%
CC(C)CC1=NN2C(=N)/C(=C\c3coc4ccccc4c3=O)C(=O)N=C2S1,58%,0.1%,-0.3%,0%,-40%,-2%,-3.0%,i,-3%

The results go on:
SMILES	M1AAP inhibition	West Nile virus CPE	ER stress rescue	PhoP inhibition	human PMI inhibitors	P. falciparum M17LAP	XIAP displacement	Yfh1-depleted yeast	Siah-1 displacement
CC(=O)c1ccc(-c2ccccc2[C@H]2[C@H]3C=CC[C@@H](C)[C@@H]3C(=O)N2Cc2ccccc2)cc1	5%	?	.	-5%	.	8%	.	i	5%
CCCCn1c(N)c(C(=S)NC(=O)CC(C)(C)C)c(=O)n(C)c1=O	-1%	-0.5%	3.9%	-8%	18%	4%	-4.8%	i	-1%
COc1ccc(NC(=O)N2CCC(CO)(CC3CCCCO3)CC2)c(OC)c1 (stereo unspecified)	4%	-0.3%	.	-7%	.	-3%	.	i	1%
CCCc1nnc2n1N=C(c1ccc([N+](=O)[O-])cc1)CS2	3%	-0.3%	.	-3%	.	0%	.	i	0%
Cc1cc(C)n(-c2c(C)[nH]c3ccccc23)n1	3%	0.1%	.	-7%	-21%	-2%	-5.0%	i	-10%
C/C(=N\NC(N)=O)c1ccc(Cl)cc1	-8%	.	-0.1%	10%	3%	6%	0.8%	.	2%
O=S(=O)(c1cccc(-c2nnc(SCc3ccc(Cl)cc3)o2)c1)N1CCCCC1	0%	0.0%	1.8%	6%	-1%	-3%	-2.3%	i	0%
COc1cc2c(cc1NC(=O)c1cccc(Br)c1)CCCC2	11%	.	-1.6%	-1%	-4%	-2%	-0.5%	.	1%
CCN(Cc1ccncc1)C(=O)CCc1nnc(CCC2CCCCC2)o1	-14%	-0.7%	-0.3%	2%	-5%	-9%	-10%	i	-3%
CCOC(=O)C1(Cc2ccccc2C(F)(F)F)CCN(C2CCSC2)CC1 (stereo unspecified)	4%	-0.8%	-0.1%	-8%	6%	0%	-5.5%	i	1%
COC(=O)CN=Cc1c(C)[nH]n(-c2ccccc2)c1=O	6%	0.1%	.	1%	-4%	25%	-7.1%	i	1%
CCCC(=O)NNC(=O)c1c(O)c2ccccc2[nH]c1=O	16%	0.3%	-0.9%	-3%	9%	5%	-9.7%	i	8%
CCN(CCn1cccn1)Cc1nc(-c2ccc(C(=O)OC)cc2)no1	-2%	0.6%	2.5%	5%	-13%	-2%	-4.1%	i	-4%
COc1cc2c(cc1OC)C(C(=O)Nc1ccccc1N1CCN(C)CC1)C1c3ccccc3CCN1C2=O (stereo unspecified)	5%	-1.1%	-1.6%	2%	-6%	20%	-6.6%	i	-1%
O=C(NCCc1ccccc1)c1cc(=O)[nH]c2ccccc12	11%	-0.2%	0.4%	-8%	0%	-1%	-9.5%	i	2%
CCNc1nc(NC(C)C)nc(N(C#N)CCOc2ccc(Cl)cc2Cl)n1	-1%	0.5%	3.4%	5%	21%	10%	1.3%	i	1%
Cc1cc(C)n(CCCC(=O)O)n1	.	0.0%	0.8%	.	8%	.	-4.8%	i	-4%
C=CCn1c(SCC(=O)Nc2ccc3c(c2)OCO3)nc2ccccc2c1=O	-6%	-0.2%	-3.7%	-1%	8%	6%	4.1%	i	-2%
Cc1ccccc1C(=O)NC(=S)Nc1ccc(S(=O)(=O)N(C)c2ccccc2)cc1	19%	-0.8%	-2.1%	-8%	6%	15%	0.0%	i	-1%
CC(=O)NC(CC(=O)NC1CCCCC1)c1ccccc1 (stereo unspecified)	8%	-0.3%	-0.9%	-18%	-3%	7%	1.3%	i	9%
NC(=O)C1CCN(c2c([N+](=O)[O-])cc(C(F)(F)F)cc2[N+](=O)[O-])CC1	8%	0.0%	.	3%	.	0%	.	i	-5%
O=C(Nc1nc2ccccc2[nH]1)C1CC(=O)N(c2ccc3c(c2)OCCO3)C1 (stereo unspecified)	0%	0.2%	-1.8%	-4%	2%	-8%	-2.8%	i	-2%
CCN1C(=O)c2cccc3c(NC(=O)c4ccc(OC)c(OC)c4)ccc1c23	1%	0.9%	-1.5%	-2%	14%	-2%	-4.1%	i	4%
CC1Cc2ccccc2N1C(=O)CCS(=O)(=O)c1cccs1 (stereo unspecified)	6%	0.1%	-0.6%	-9%	-2%	7%	-0.9%	i	-3%

Source: PubChem BioAssay
